PLCb3 inh: inhibitors of human phospholipase C beta3. Q01970. Purified PLC-beta3, fluorogenic substrate, fluorescence. inhibition, % at 12.2 µM. actives 0.18% (n = 370,000); in the data active = inhibition above about 11%;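 also: 0% = median of compound wells on plate and 100% = full blocker control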
TDP2 absorb: blocks human TDP2 phosphodiesterase activity. recombinant TDP2, T5PNP hydrolysis, p-nitrophenol absorbance 415 nm. inhibition, % at 12.8 µM. actives 0.34% (n = 370,000). AID 720702;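 active = inhibition above the mean of all tested compounds plus 3 SD, set per campaign, cut at about 25% in these data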;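 also: 0% = DMSO with enzyme and 100% = buffer with substrate but no TDP2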
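Evaluation: % inhibition relative to enzyme-containing and enzyme-free wells. Material: recombinant human TDP2. Benchmarks: enzyme-free and DMSO wells. Timing: enzyme reaction with compound for 2 h at 37 °C. Compound dosing: 12.8 µM only. Measured by: p-Nitrophenol epi absorbance. Reagent: T5PNP substrate at 5 mM, a TopII-DNA adduct mimic. Replication: single well per compound.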
ADAM10 inh: ADAM10 inhibition, QFRET primary screen; recombinant ADAM10, EDANS/DABCYL FRET peptide cleavage, 3 h; inhibition, % at 7 µM; actives 0.62% (n = 370,000); AID 720582;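 active = inhibition above a per-campaign cutoff equal to the mean of compounds falling between control-based bounds plus 3 SD, cut at about 20% in these data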;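 also: 0% = DMSO wells while the 100% control is not disclosed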
ADAM17 inh: ADAM17 inhibition, QFRET primary screen. P78536. recombinant ADAM17, EDANS/DABCYL FRET peptide cleavage. inhibition, % at 6.95 µM. actives 0.83% (n = 370,000). AID 720648;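 active = inhibition above the mean of compounds lying between control limits plus 3 SD, set per campaign, cut at about 8.5% in these data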;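 also: 0% = DMSO-only wells as the low control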
Target sequence (P78536 215-824 limits assumed): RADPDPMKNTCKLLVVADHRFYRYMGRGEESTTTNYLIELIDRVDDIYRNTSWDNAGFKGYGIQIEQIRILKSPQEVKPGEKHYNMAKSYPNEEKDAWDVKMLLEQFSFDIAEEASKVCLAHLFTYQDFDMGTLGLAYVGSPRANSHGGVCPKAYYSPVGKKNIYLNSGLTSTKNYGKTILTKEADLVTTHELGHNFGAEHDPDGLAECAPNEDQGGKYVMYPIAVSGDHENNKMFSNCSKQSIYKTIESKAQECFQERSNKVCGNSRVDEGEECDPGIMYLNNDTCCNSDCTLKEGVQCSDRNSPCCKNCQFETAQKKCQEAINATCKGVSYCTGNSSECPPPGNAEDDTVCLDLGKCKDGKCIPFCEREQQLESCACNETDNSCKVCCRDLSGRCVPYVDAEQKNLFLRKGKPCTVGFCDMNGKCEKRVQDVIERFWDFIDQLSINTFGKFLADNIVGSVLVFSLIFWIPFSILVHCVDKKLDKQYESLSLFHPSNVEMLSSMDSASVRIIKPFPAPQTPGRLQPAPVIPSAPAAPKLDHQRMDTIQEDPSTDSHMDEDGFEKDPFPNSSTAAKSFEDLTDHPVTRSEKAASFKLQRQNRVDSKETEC
Tn7 DDE FP: inhibitors of Tn7 peptide binding to human fibrin DD(E); actives 0.13% (n = 370,000); P02675; FP displacement of FITC-Tn7 peptide from fibrin DD(E); 0% = median of compound wells per plate; inhibition, % at 8.3 µM;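 active = inhibition above the mean of compounds falling within the control limits plus 3 SD of them, cut at about 14% in these data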;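 also: 0% = plate median of compound wells and 100% = 10 µM Aha-Tn7 peptide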
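Assay system: human fibrin DD(E) protein / Input: 2 µM fibrin DD(E) / Benchmarks: high control of 10 µM Aha-Tn7 peptide / Measured by: fluorescence polarization of the labelled Tn7 tracer / Medium: Tris buffer with calcium and detergent, pH 7.8 / Timing: 10 min compound pre-incubation, 3 h probe incubation at room temperature / Repeats: one replicate per compound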
ARFGAP1 inh: inhibits rat ARF GTPase activating protein 1; Q62848; Arfgap1-stimulated ARF1 GTP hydrolysis, GDP FP detection; inhibition, % at 16.5 µM; actives 0.26% (n = 360,000); AID 651572;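 active = inhibition above a per-plate limit, mean inhibition of low control wells plus 3 SD, cut at about 25% in these data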;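 also: 0% = DMSO wells with enzyme and 100% = wells lacking Arfgap1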
Target sequence (Q62848 1-136 limits assumed): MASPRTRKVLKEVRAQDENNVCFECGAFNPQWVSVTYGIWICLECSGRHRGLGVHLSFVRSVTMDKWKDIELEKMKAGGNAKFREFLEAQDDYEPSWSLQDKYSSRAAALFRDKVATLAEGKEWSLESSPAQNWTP
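material = rat Arfgap1 catalytic domain, aa 1-136 | also added = human ARF1(Δ1-17)-GTP substrate | compound dosing = one concentration, 16.5 µM, DMSO 1.26% | times = GTP hydrolysis reaction 2 h at 25 °C | measured by = FP, GDP Alexa 633 tracer displaced from anti-GDP antibody, 620/688 nm | evaluation = percent inhibition of Arfgap1-stimulated GTP hydrolysis | replication = single well per compound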
DDE Tn6 FP inh: DD(E)-Tn6 binding inhibition, primary FP screen. AID 720509. Fibrin DD(E) TRITC-Tn6 fluorescence polarization displacement. actives 0.21% (n = 370,000). inhibition, % at 8.3 µM. P02675;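 active = inhibition above a per-campaign cutoff: mean of compounds within control limits plus 3 SD, cut at about 15% in these data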;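 also: 0% = median of all compound wells on the plate and 100% = blocking peptide control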
PLCg1 inh: inhibitors of human phospholipase C gamma1; actives 0.84% (n = 370,000); purified PLC-gamma1, fluorogenic substrate, fluorescence; inhibition, % at 12.2 µM; P19174; in the data active = inhibition above about 9.5%
SIAE inh: inhibitors of human sialic acid acetylesterase SIAE | Q9HAT2 | SIAE FP-Rh probe binding, fluorescence polarization | inhibition, % at 9.66 µM | actives 0.69% (n = 370,000) | AID 1053197;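 active = inhibition above a cutoff: mean of compounds within the control limits plus 3 SD of those, cut at about 17% in these data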;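 also: 0% = plate median of compound wells and 100% = probe without SIAE protein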
ASAP1 inh: blocks human ASAP1-stimulated Arf1 GTP hydrolysis. Q9ULH1. GDP FP detection. inhibition, % at 16.5 µM. actives 0.19% (n = 360,000). AID 624377; in the data active = inhibition above about 25%;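 also: 0% = vehicle with enzyme and substrate and 100% = no enzyme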
Numbers without * were called inactive; . = no result given.

Tn7 DDE FP,DDE Tn6 FP inh,PLCb3 inh,ASAP1 inh,ADAM10 inh,PLCg1 inh,SIAE inh,ARFGAP1 inh,ADAM17 inh,TDP2 absorb,smiles
-2,0,-4,-14,-3,1,6,-5,-1,8,O=[N+]([O-])c1ccc(-[n+]2nc(-c3ccccc3)nn2-c2ccccc2)cc1
-6,-13,2,5,2,7,5,20,-5,-19,Cc1cc(NC(=O)c2sc(Nc3ccc(F)c(Cl)c3)nc2N)no1
-3,2,-1,1,3,1,5,-5,2,4,CC(=O)Nc1ccc(S(=O)(=O)NCCCc2ccccc2)cc1
-2,-2,-7,6,-4,-4,7,9,-5,3,COc1cc(C=NNC(=O)C(=O)Nc2cccc(Cl)c2)cc(OC)c1O
-1,3,-7,-4,-6,-3,-2,0,-1,2,COC(=O)N/N=C/c1ccc(-c2cc(Cl)cc(Cl)c2)o1
-2,2,-1,1,-7,1,-3,9,-5,3,O=C(CCN1CCCCC1)NCC1OCCc2ccccc21 (configuration not stated)
9,8,6,-12,1,1,2,-5,-2,-2,Cc1nc(S(=O)(=O)N2CCOCC2)c(C#N)c(C)c1Cl
-2,-12,-8,13,3,0,17*,21,2,15,CCn1c2ccccc2c2cc(NC(=O)COC(=O)c3ccc(O)cc3)ccc21
-2,7,-20,2,5,-18,-6,10,0,-10,COc1cc(C(=O)NNC(=O)/C=C/c2ccco2)cc(OC)c1OC
-1,1,6,-17,2,4,-10,9,0,-11,COC(=O)CCC(=O)N1CCC(Oc2cccc(C(=O)NCc3ccccn3)c2)CC1
6,-9,-1,-8,11,-1,2,-1,-6,-10,COc1cc(NC(=O)CNC(c2ccccc2)c2ccccc2)cc(OC)c1OC
1,-4,-36,1,-2,-17,4,6,-5,-6,COc1cc(C(=O)N/N=C(\Cc2ncc[nH]2)c2ccccc2)cc(OC)c1OC

Tn7 DDE FP,DDE Tn6 FP inh,PLCb3 inh,ASAP1 inh,ADAM10 inh,PLCg1 inh,SIAE inh,ARFGAP1 inh,ADAM17 inh,TDP2 absorb,smiles
5,0,4,0,6,1,-2,-2,3,13,CCOC(=O)c1c(C)n(-c2ccc(OC)cc2)c2c(C/C(C)=N/O)c(Br)c(OC)c(O)c12
5,3,-10,-2,-1,2,0,18,-3,-17,COCCn1c(C)cc(C(=O)COC(=O)c2cccc(O)c2)c1C
-5,-5,-97,0,6,5,2,-6,2,50*,O=C(COC(=O)c1ccc([N+](=O)[O-])s1)Nc1ccccc1
7,4,1,.,0,-1,1,.,-2,14,CCCC/C=C1/C(c2ccccc2)N(Cc2ccc(OC)cc2OC)C2=NC(c3ccccc3)CC(=O)N21 (configuration not stated)
2,-1,-5,9,7,0,-28,2,7,-9,COc1ccccc1C(=O)Nc1ccc(C(=O)/C=C/c2cccs2)cc1
2,9,-6,-1,-1,2,-10,8,-5,1,CC(=O)Nc1ccc2c(c1)CCCC2=O
7,-6,-6,-1,1,0,-5,-6,-6,-8,CCOc1ccc2nc(SCC(=O)Nc3nonc3C)[nH]c2c1
-9,-6,-4,2,0,2,-4,11,0,-14,COCCN1CCN(Cc2cn(C)nc2-c2ccc(Oc3ccccc3)cc2)CC1
2,-4,-2,-1,2,-1,-3,4,-3,10,O=c1[nH]nnc2sc3c(c12)CCCC3
-1,-4,5,9,10,1,1,13,-1,0,Cc1ccccc1CCN(C(=O)CN1C(=O)c2ccccc2S1(=O)=O)C(C(=O)NCC1CCCO1)c1ccncc1 (configuration not stated)
-2,-4,-5,-1,-2,-2,-1,-10,-1,8,COc1cccc(CC(=O)NNC(=O)c2c(-c3ccccc3)noc2C)c1
-2,11,-6,-3,0,-1,-1,-5,-1,16,CCOc1ccccc1CN1CCN(Cc2cn(C)nc2-c2ccccc2)CC1CCO (configuration not stated)

Tn7 DDE FP,DDE Tn6 FP inh,PLCb3 inh,ASAP1 inh,ADAM10 inh,PLCg1 inh,SIAE inh,ARFGAP1 inh,ADAM17 inh,TDP2 absorb,smiles
5,2,-2,1,6,-3,16,-2,-1,-3,Cc1cc(C)cc(OCC(=O)NN2C(=O)c3ccccc3C2=O)c1
10,3,-15,0,-6,-7,-2,-3,-5,-1,CCOC(=O)/C=C1\CC(=O)Nc2cc(C)c(C)cc2N1
5,-5,-13,10,2,-2,8,-5,-1,9,CN1C(CC(=O)Nc2ccc(Cl)cc2Cl)c2ccccc2CC1(C)C (configuration not stated)
0,-2,-14,9,16,-2,-5,-7,4,-14,CC(=O)Nc1cccc(/C(C)=N/NC(=O)c2ccc(NS(=O)(=O)c3cccs3)cc2)c1
7,2,-9,-10,-14,-3,-1,3,0,-6,COCCN(C(=O)CSc1nnc(-c2ccccc2OC)o1)c1c(N)n(CC(C)C)c(=O)[nH]c1=O
4,-3,-1,-16,-2,-1,0,8,-1,15,Cc1cc(C)c(NC(=O)CCCSc2nnc(N)s2)c(C)c1
0,9,5,-6,10,11*,5,14,6,-11,CCn1c(CNc2ccc(F)cc2)nnc1SCC(=O)Nc1ccccc1OC
3,10,1,15,34*,1,-17,2,11*,-7,CC1(Cc2cccc(C#N)c2)C(=O)Nc2ccc(-c3cccc(C(F)(F)F)c3)cc21 (configuration not stated)
6,2,-9,-7,-2,-1,-1,-3,-4,1,Cn1c(=O)c2c([nH]c(=S)n2Cc2ccc(Cl)cc2)n(C)c1=O
-2,7,-7,-5,-8,-2,2,4,0,-4,CCCCCN(C(=O)CCC(=O)OCc1ccccc1C(F)(F)F)c1c(N)n(CCCC)c(=O)[nH]c1=O
-4,-2,-5,4,2,0,0,9,0,-2,CC1(C(=O)NS(=O)(=O)c2cccc(Cl)c2)CCN1C(=O)C1(c2ccc(Cl)cc2)CC1 (configuration not stated)
6,6,-9,-5,3,-1,-1,-11,-5,-8,C[C@@H](C(=O)Nc1ccc2c(c1)OCCO2)n1c(=O)[nH]c2ccccc2c1=O

Overlap with the part before: five entries, then new ones.
Tn7 DDE FP,DDE Tn6 FP inh,PLCb3 inh,ASAP1 inh,ADAM10 inh,PLCg1 inh,SIAE inh,ARFGAP1 inh,ADAM17 inh,TDP2 absorb,smiles
3,10,1,15,34*,1,-17,2,11*,-7,CC1(Cc2cccc(C#N)c2)C(=O)Nc2ccc(-c3cccc(C(F)(F)F)c3)cc21 (configuration not stated)
6,2,-9,-7,-2,-1,-1,-3,-4,1,Cn1c(=O)c2c([nH]c(=S)n2Cc2ccc(Cl)cc2)n(C)c1=O
-2,7,-7,-5,-8,-2,2,4,0,-4,CCCCCN(C(=O)CCC(=O)OCc1ccccc1C(F)(F)F)c1c(N)n(CCCC)c(=O)[nH]c1=O
-4,-2,-5,4,2,0,0,9,0,-2,CC1(C(=O)NS(=O)(=O)c2cccc(Cl)c2)CCN1C(=O)C1(c2ccc(Cl)cc2)CC1 (configuration not stated)
6,6,-9,-5,3,-1,-1,-11,-5,-8,C[C@@H](C(=O)Nc1ccc2c(c1)OCCO2)n1c(=O)[nH]c2ccccc2c1=O
7,-1,-53,-7,-63,-29,2,3,-26,-10,COc1ccc2c(c1)cc(C(=O)N[C@@H](Cc1ccccc1)C(=O)N[C@@H](C)C(=O)O)n2C
-3,4,5,9,13,2,1,3,4,-6,CN(C)S(=O)(=O)c1cccc(N=c2scc(-c3ccc4c(c3)NC(=O)CO4)n2CC2CCCO2)c1 (configuration not stated)
3,7,-2,-4,-6,-2,-4,2,-2,7,CCc1ccc(OCC(=O)NNC(=O)C2CCC2)cc1
4,4,2,5,-2,0,2,-2,-2,-9,O=C(N/N=C\c1cc([N+](=O)[O-])ccc1N1CCOCC1)c1ccccn1
-1,2,-18,15,-6,-16,-2,-2,-5,2,CC(=O)N1CCN(c2ccc([N+](=O)[O-])cc2C#N)CC1
4,-2,-2,-4,-4,1,1,7,-2,-5,COc1c(F)c(F)c(C(=O)O)c(Nc2ccccc2)c1F
5,8,-18,-9,-35,-17,-1,-9,-11,1,CCC(C)C(N)C1=NC(C(=O)N[C@@H](CC(C)C)C(=O)N[C@H](CCC(=O)O)C(=O)N[C@H](C(=O)N[C@H]2CCCCNC(=O)[C@H](CC(N)=O)NC(=O)[C@@H](CC(=O)O)NC(=O)[C@H](Cc3cnc[nH]3)NC(=O)[C@@H](Cc3ccccc3)NC(=O)[C@H]([C@@H](C)CC)NC(=O)[C@@H](CCCN)NC2=O)[C@@H](C)CC)CS1 (some centres not stated)
0,10,5,-4,2,-1,7,4,0,9,CN(C)CC(=O)N1c2ccccc2Sc2ccc(Cl)cc21
0,-7,-8,5,-9,-15,-6,9,-13,-14,COc1ccccc1C(NC(=O)CC(C)C)c1c(O)ccc2ccccc12 (configuration not stated)
-9,2,-4,4,-12,-2,3,2,-2,1,COCCCn1c(SCC(=O)Nc2ccccc2F)nnc1-c1ccoc1C
7,0,0,-10,-9,-3,8,-4,-4,-4,Cc1onc(-c2ccccc2)c1C(=O)Nc1cccc(S(=O)(=O)NC2=NCCC2)c1
-11,-6,2,-5,-10,2,4,-10,-1,5,CC(C)CCOC(=O)C1[C@H]2C(=O)N(Cc3cccs3)C[C@]23C=C[C@H]1O3 (some centres not stated)
1,-2,-2,2,7,1,-4,3,-2,1,Cc1csc(NC(=O)CN2C(=O)C3CC=CCC3C2=O)n1 (configuration not stated)
-3,4,1,6,6,0,-10,-14,-7,-3,Cc1sc(N2C(=O)C3C(C2=O)[C@H]2C=C[C@@H]3C2)c(C#N)c1C (some centres not stated)

From PubChem BioAssay
